Screening data: PubChem, Sanford-Burnham Center for Chemical Genomics
HKDC1 inh: HKDC1 hexokinase inhibitors, primary screen, biochemical, fluorescence, uHTS; Q2TB90; recombinant HKDC1, G6PDH/diaphorase resazurin coupled fluorescence; inhibition, % at 20 µM; hit rate 0.16% among 340,000;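 active means inhibition above about 35% when tested at 20 µM, limit read from the data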;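 further: plate controls were DMSO wells with enzyme for no effect and DMSO wells lacking enzyme for full effect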
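Incubation: 90 min at room temperature in dark / Material: recombinant HKDC1 (HK5) hexokinase enzyme, produced in-house / Quantity: enzyme 5 µg/mL final / Compound: one dose of 20 µM, 1% DMSO / Reagent: glucose and ATP substrates / Buffer or medium: Tris pH 8.0 buffer with MgCl2, Tween-20, BSA, BME / Technique: resorufin fluorescence at 613 nm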
SENP7 inh: SENP7 protease inhibitors, primary screen, biochemical, luminescence, uHTS; hit rate 1.5% among 330,000; recombinant SENP7, Z-RLRGG-aminoluciferin luminescence, 40 min; inhibition, % at 5 µM; Sentrin-specific protease 7 (Homo sapiens), Q9BQF6;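 active means inhibition above about 50% at the single test dose, limit read from the data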;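 further: plate controls were DMSO with enzyme for no effect and no enzyme buffer wells for full effect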
beta cell repl: inducers of MIN6 beta-cell proliferation, primary screen, ATP luminescence, uHTS; hit rate 0.29% among 330,000; MIN6 cells proliferation, ATPlite luminescence, 48 h; cells starved in 0.2% serum; 100% = growth in 10% serum; proliferation, % at 10 µM; AID 2380, 2010;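 active means compounds whose signal lies at least 3.5 SD above the mean of all wells on their plate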;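 further: 0% = DMSO-treated cells in low-serum medium and 100% = 10% serum control; some compounds called inactive have numbers as strong as hits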
UBC13 polyUb: UBC13 polyubiquitin chain formation inhibitors, primary screen, biochemical, TR-FRET, uHTS | hit rate 0.47% among 330,000 | inhibition, % at 20 µM | AID 485273, 2010 | Ubiquitin-conjugating enzyme E2 N (Homo sapiens), P61088; in the data active means inhibition above about 45%, passing the limit was not always enough
Target sequence (P61088 whole entry, looked up): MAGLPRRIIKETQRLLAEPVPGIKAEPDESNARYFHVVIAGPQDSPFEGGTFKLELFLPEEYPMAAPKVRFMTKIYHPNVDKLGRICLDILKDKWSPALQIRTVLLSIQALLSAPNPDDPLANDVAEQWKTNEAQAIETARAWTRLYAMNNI
SENP6 block: SENP6 protease inhibitors, primary screen, biochemical, luminescence, uHTS; AID 2599, 2010; Recombinant SENP6 catalytic domain, aminoluciferin luminescence; hit rate 1.8% among 330,000; inhibition, % at 10 µM;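 active means inhibition above about 50% at the single tested dose, limit read from the data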;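 further: plate controls were DMSO wells with enzyme for no effect and DMSO wells lacking enzyme for full effect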
Target sequence (Q9GZR1 628-1112 limits assumed): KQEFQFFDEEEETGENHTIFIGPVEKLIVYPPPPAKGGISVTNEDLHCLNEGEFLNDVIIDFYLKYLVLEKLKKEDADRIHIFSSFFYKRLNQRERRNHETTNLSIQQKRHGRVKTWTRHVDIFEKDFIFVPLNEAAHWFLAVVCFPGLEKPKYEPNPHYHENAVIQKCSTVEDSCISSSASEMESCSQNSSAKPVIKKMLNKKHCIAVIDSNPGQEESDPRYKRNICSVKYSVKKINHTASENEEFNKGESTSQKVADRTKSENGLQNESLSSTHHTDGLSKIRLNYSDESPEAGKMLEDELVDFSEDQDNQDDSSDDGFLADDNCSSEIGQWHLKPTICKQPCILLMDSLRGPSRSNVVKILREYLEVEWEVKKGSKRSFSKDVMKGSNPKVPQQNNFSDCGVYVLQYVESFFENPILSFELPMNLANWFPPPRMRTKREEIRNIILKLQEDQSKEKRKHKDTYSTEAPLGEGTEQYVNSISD
SENP8 block-1: human SENP8 protease inhibitors, primary screen, biochemical, fluorescence, Nedd8 protein substrate, uHTS | Sentrin-specific protease 8 (Homo sapiens), Q96LD8 | hit rate 0.64% among 360,000 | AID 602440, 2012 | inhibition, % at 20 µM | recombinant SENP8; in the data active means inhibition mostly above about 40%, no sharp cut-off; inactive means mostly below about 27%
Target sequence (Q96LD8 whole entry, looked up): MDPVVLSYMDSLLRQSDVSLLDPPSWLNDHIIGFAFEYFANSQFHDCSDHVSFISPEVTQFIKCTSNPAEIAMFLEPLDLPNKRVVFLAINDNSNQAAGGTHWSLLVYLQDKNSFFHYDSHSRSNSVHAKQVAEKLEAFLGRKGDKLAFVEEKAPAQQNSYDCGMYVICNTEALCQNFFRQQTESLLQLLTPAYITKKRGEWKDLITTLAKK
SENP8 block-2: SENP8 protease inhibitors, primary screen, biochemical, luminescence; AID 2540, 2010; hit rate 1.2% among 330,000; purified SENP8, Z-RLRGG-aminoluciferin cleavage; Sentrin-specific protease 8 (Homo sapiens), Q96LD8; inhibition, % at 10 µM; in the data active means inhibition above about 50%
SENP1 inh: human SENP1 catalytic domain inhibitors, primary screen, biochemical, FRET, uHTS | inhibition, % at 10 µM | hit rate 0.21% among 360,000 | AID 624204, 2012 | recombinant SENP1 catalytic domain, CyPet-SUMO1-YPet FRET cleavage | Sentrin-specific protease 1 (Homo sapiens), Q9P0U3;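 active means inhibition at least 30% at 10 µM, raw YFP signal under a set limit, fluorescence ratio 0.5 to 1.5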;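 further: 0% = enzyme with DMSO and 100% = no enzyme wells; some results filed as inactive read as strong as hits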
Target sequence (Q9P0U3 419-644 limits assumed): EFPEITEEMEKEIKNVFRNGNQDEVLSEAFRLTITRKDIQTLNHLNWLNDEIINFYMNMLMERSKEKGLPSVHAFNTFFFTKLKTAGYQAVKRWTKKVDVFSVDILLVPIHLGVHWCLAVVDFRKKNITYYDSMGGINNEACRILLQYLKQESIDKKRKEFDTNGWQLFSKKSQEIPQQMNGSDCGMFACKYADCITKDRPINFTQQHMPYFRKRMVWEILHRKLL
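Assay system: hSENP1 catalytic domain, recombinant. Amount: SENP1 enzyme, 20 pM final. Schedule: 50 min reaction, RT, dark. Technique: FRET, CFP and YFP emission. Control set: no-enzyme wells low, DMSO-plus-enzyme wells high control.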
PfGluPho inh: PfG6PD enzyme inhibitors, primary screen, biochemical, fluorescence intensity, uHTS. glucose-6-phosphate dehydrogenase-6-phosphogluconolactonase (Plasmodium falciparum 3D7). PfGluPho enzyme, NADPH resazurin-diaphorase fluorescence. inhibition, % at 20 µM. hit rate 0.78% among 350,000. AID 504690, 2011;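 active means inhibition reaching at least a set limit at 20 µM in the primary screen, cut at about 59% in these data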;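 further: 0% = DMSO wells with substrate and 100% = DMSO wells lacking glucose-6-phosphate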
Active calls of the source: *; i = inactive; x = not tested or not shown.

compound	HKDC1 inh	SENP7 inh	beta cell repl	UBC13 polyUb	SENP6 block	SENP8 block-1	SENP8 block-2	SENP1 inh	PfGluPho inh
CC(C)[C@@H]1N[C@]2(C(=O)Nc3ccccc32)[C@@H]2C(=O)N(c3cccc(C(F)(F)F)c3)C(=O)[C@@H]21	-3	10	-3	7	2	5	-1	-2	-17
CCOc1cc(Cl)c(NC(=O)CC)cc1OCC	3	0	-1	6	-14	22	1	0	-6
CC(C)N1CC(O)=C(c2nc3ccccc3c(=O)[nH]2)C1=N	0	2	0	12	-7	i	0	0	13
Cc1nc2ccccn2c1C(=O)/C=C/c1ccc(F)cc1	4	-15	-3	-12	-33	14	-28	-1	24
COc1ccc(OC)c(NC(=O)CSc2ccccc2)c1	4	-5	-1	0	-24	17	-10	2	11
Cn1c(CC(=O)Nc2ccc(F)cc2)c(Sc2ccccc2)c2ccccc21	-2	4	-3	-11	14	9	6	2	3
COc1ccc(C2C(C(N)=O)=C(C)Nc3nc(-c4ccccc4OC)nn32)cc1OC (stereo not drawn)	0	-1	2	6	-6	-176	0	-98	0
COc1ccccc1OCCCOc1ccc(C)cc1Br	-2	-17	-2	-4	-21	10	-16	-2	16

Single records (already shown). Order of values: HKDC1 inh	SENP7 inh	beta cell repl	UBC13 polyUb	SENP6 block	SENP8 block-1	SENP8 block-2	SENP1 inh	PfGluPho inh
`CC(C)N1CC(O)=C(c2nc3ccccc3c(=O)[nH]2)C1=N` reads 0	2	0	12	-7	i	0	0	13
`CCOc1cc(Cl)c(NC(=O)CC)cc1OCC` reads 3	0	-1	6	-14	22	1	0	-6

Remaining list, next part.
compound	HKDC1 inh	SENP7 inh	beta cell repl	UBC13 polyUb	SENP6 block	SENP8 block-1	SENP8 block-2	SENP1 inh	PfGluPho inh
COCC1CCCN(Cc2nc(-c3ccc4c(c3)OCO4)no2)C1 (stereo not drawn)	1	9	-2	20	0	14	-5	0	12
OC1(c2ccc3c(c2)OCO3)CCN(Cc2ccc(F)cc2)CC1	-4	4	1	7	-9	20	-1	0	-8
CCn1c2ccccc2c2cc(NC(=O)CN3CCCC3)ccc21	-7	-4	-2	6	-26	-20	-10	-2	-2
COC(=O)c1ccc([N+](=O)[O-])c(CS(=O)(=O)c2ccc(Cl)cc2)c1	-2	-8	0	-3	-34	16	1	2	-13
CC(/C=N/Nc1nc(N2CCCCC2)nc(N2CCCCC2)n1)=C\c1ccccc1	-14	-2	-5	-20	-16	13	-3	0	-6
CCc1cccc(NC(=O)C2CCCN(c3ncnc4c3nc3n4CCCCC3)C2)c1 (stereo not drawn)	-1	8	4	6	-18	2	-11	2	3
COc1ccc(S(=O)(=O)N2CCN(C(=O)c3c(C)nn(-c4ccccc4)c3C)CC2)cc1	-3	2	-2	3	1	2	4	0	16
O=C(Cc1ccccc1)Nc1ccnn1C1CCN(Cc2nccs2)CC1	1	1	3	2	5	-2	-4	-3	3
O=C(CCC1CCCCC1)Nc1c2c(nn1-c1ccc(F)cc1)CS(=O)(=O)C2	-7	0	0	3	3	12	1	0	-14
O=C1Nc2ccc(Br)cc2C1=Nc1cccnc1	21	12	0	-23	17	11	5	-2	8
Cc1cc(N2CCN(C)CC2)nc(-c2ccccc2O)n1	-3	-2	2	5	-13	-138	1	-1	-3
Cc1ccc(C(c2nnnn2CS(=O)(=O)c2ccc(C)cc2)N2CCN(c3ncccn3)CC2)cc1 (stereo not drawn)	7	-6	-4	-5	11	2	-5	2	27
NC(=O)c1cc(S(=O)(=O)N2CC=C(c3ccccc3)CC2)cs1	-2	3	2	-2	-7	15	-3	0	-5
CCOc1ccc(NC(=O)NCC2CCN(Cc3ccc(F)cc3)CC2)cc1	-4	2	2	9	-2	13	-1	2	-3
CCCc1cc(=O)oc2cc(C)cc(OC(C)C(=O)NCc3cccnc3)c12 (stereo not drawn)	1	-5	-3	8	-4	-205	4	-1	-3
CCOC(=O)/C=C/C(=O)Nc1ccc(-c2nnc3n2CCCCC3)cc1	-6	-5	1	-9	6	26	-6	1	-5
O=C(c1cccc(Br)c1)N1CCN(S(=O)(=O)N2CCCCCC2)CC1	-2	-4	4	6	-5	4	1	1	-4
COc1cc(C(=O)OCC(=O)N2CCN(S(=O)(=O)c3ccc(C)cc3C)CC2)c([N+](=O)[O-])cc1OC	-6	x	x	x	x	9	x	2	7
O=C(Nc1ccc(F)cc1F)c1cc(-c2ccc3c(c2)OCO3)on1	-2	11	-3	-5	-22	-67	-20	0	-7
C#CC(=O)N(c1ccc(OC)cc1OC)C(C(=O)NC1CCCC1)c1cccs1 (stereo not drawn)	17	-8	-5	-7	4	-2	-9	1	2
C=CCN1C(=O)C(CC(=O)O)SC1=Nc1ccc(C)cc1 (stereo not drawn)	-13	2	-2	-1	-15	9	1	3	2
Cc1ccc(C(C)(C)NC(=O)C2CCC(=O)N(Cc3ccccc3F)C2)cc1 (stereo not drawn)	-5	-7	3	1	0	4	5	2	-1
Cc1cccc(NC(=O)COc2ccccc2C(=O)NC(C)c2ccccc2)c1 (stereo not drawn)	6	-15	-6	6	-5	3	-15	1	13
COC(=O)Nc1ccc(S(=O)(=O)N2CCCCCC2)cc1	3	-2	0	8	-6	23	-4	1	-3
CCCc1cc(=O)oc2c3c(c(Cl)cc12)OCN(CCCO)C3	x	7	-2	17	11	x	8	x	x
Cc1cc(OCCCC(=O)NCCc2nnc3ccccn23)ccc1Cl	-4	-3	-1	-6	-9	-1	-25	2	-19
Clc1cccc(Cl)c1/C=N/Nc1c(Cl)cncc1Cl	10	-1	-2	5	-22	21	-4	0	8
CCN(CC)S(=O)(=O)N1CCC(C(=O)NCCN2CCOCC2)CC1	9	5	-1	1	-3	10	5	-1	-20
COc1cccc(C(=O)c2ncc(C(F)(F)F)cc2Cl)c1	-8	3	5	-2	-22	14	0	-1	20
CCCC(=O)NC(=S)Nc1cccc(-c2nc3ncccc3o2)c1	-4	-5	3	1	8	9	6	1	-9
COc1ccc(-c2oc3ccccc3c(=O)c2OC(=O)c2ccc(C)cc2)cc1	7	-6	-3	-14	-5	-275	-15	3	19
Oc1ccccc1/C=N/Nc1ncc(Br)cn1	10	x	x	x	x	10	x	2	-9
CCOc1ccccc1NC(=O)c1cc(Cl)ccc1NC(=O)c1ccco1	-3	0	0	1	-1	13	3	0	-4
Cc1cc(C)cc(C(=O)NC(CC(N)=O)c2ccc(N3CCN(C)CC3)c([N+](=O)[O-])c2)c1 (stereo not drawn)	-8	6	-3	-10	-3	11	2	1	10
CC(C)COc1ccc(N)cc1OCC(C)C	-5	1	-2	2	1	-39	-2	-43	38
Cc1ccc(CCNC(=O)c2coc3nc4ccccc4nc23)cc1	0	-5	-5	-7	3	-493	-8	10	42
CNC(=S)NNC(=O)c1ccccc1Br	-9	-3	-1	-1	-13	27	-10	3	-22
CN(C(=O)CN1C(=O)NC(C)(c2cccc(Br)c2)C1=O)C1CCCCC1 (stereo not drawn)	5	2	-1	3	11	16	3	-1	4
Nn1c(SCC(=O)NC2CCCCC2)nnc1-c1ccc(Cl)cc1	2	1	-3	-1	-5	16	0	1	-14
COc1ccc(S(=O)(=O)NCc2cccs2)cc1	-8	-5	1	-7	-3	15	-10	-2	10
COC(=O)c1c(NC(NC(=O)CC(C)C)C(Cl)(Cl)Cl)sc2c1CCC2 (stereo not drawn)	-2	5	-3	2	5	5	0	1	18
O=S(=O)(NC1Cc2ccccc2C1)c1ccccc1	5	x	x	x	x	16	x	2	-3
Cc1nn(Cc2cccc(F)c2)c(C)c1NC(=O)c1c([N+](=O)[O-])c(C)nn1C	-6	-4	-2	-2	-4	13	3	1	-1
COC(=O)CCCNC(=O)c1ccccn1	-6	6	-2	-8	-27	13	-10	2	3
Cc1ccc2cc(CN(CCCO)S(=O)(=O)c3cccc4nsnc34)c(=O)[nH]c2c1	-11	-8	-3	-16	-12	16	-10	1	0
CC(C)CCn1c(=O)c2ccccc2n2c(CCC(=O)NCC3CCCO3)nnc12 (stereo not drawn)	0	0	-1	-4	11	-7	6	-1	4
NC(=O)C1CCN(c2oc(-c3ccc(F)cc3)nc2S(=O)(=O)c2ccccc2)CC1	-5	-4	10	5	-5	-6	6	1	-6
COc1ccc(OC)c(N(C(=O)c2ccco2)C(C(=O)NC2CCCC2)c2cc(OC)c(OC)c(OC)c2)c1 (stereo not drawn)	0	-17	-1	-3	-2	2	-15	-2	2
CCCc1nnc(NC(=O)C(C)N2C(=O)C3C4C=CC(C4)C3C2=O)s1 (stereo not drawn)	-2	-10	-1	-3	-11	-2	-7	0	-15
CC(C)(C)NC(=O)Cn1c(SCC(=O)N2CCCCCC2)nc2ccccc21	-3	14	-2	3	-2	4	8	-2	8
CCN(C(=O)C(C)N1C(=O)/C(=C/c2ccco2)SC1=S)C1CCS(=O)(=O)C1 (stereo not drawn)	11	1	-4	-30	14	48*	11	-8	33
COc1ccccc1N(CC(O)Cn1ccnc1C)S(=O)(=O)c1ccc(C)cc1 (stereo not drawn)	9	0	-2	12	11	-1	8	0	-7
Brc1ccc(-c2nnc3n2CCCCC3)cc1	-4	4	0	7	7	20	1	-2	10
NC(=O)CSc1nc(-c2ccccc2)nc2c1CCCC2	1	-8	1	20	3	-3	3	0	11
CCOC(=O)c1ccc(NC(=O)NCCN2CCCCC2)cc1	-8	4	2	7	-8	28	5	0	3
CC(=O)OC[C@H]1COc2ccc3ccccc3c2[C@H]1N(C)C(C)=O	-8	2	5	7	0	12	-1	3	21

Further compounds
compound	HKDC1 inh	SENP7 inh	beta cell repl	UBC13 polyUb	SENP6 block	SENP8 block-1	SENP8 block-2	SENP1 inh	PfGluPho inh
CCN1CCCn2c1nc1c2c(=O)n(C)c(=O)n1C	-3	-3	1	-14	-7	2	-6	1	12
Cn1c(=O)[nH]c(=O)c2c1nc(NCCCO)n2CCOc1ccccc1	2	0	-2	8	15	10	3	1	-4
O=C(NCc1cccnc1)c1cnc2sccn2c1=O	1	10	1	-16	1	-274	-10	-1	-19
CCOc1ccc(-n2cnnn2)cc1S(=O)(=O)NCc1ccccc1	10	-1	-4	4	-17	11	0	0	6
COc1ccccc1-c1nnc(N)s1	-3	1	-2	-4	-6	-391	2	3	-3
C#CCOc1ccc(/C=C2/C(=O)NN(c3ccccc3)C2=O)cc1OC	5	-3	-1	-10	3	16	11	-2	-3
CCN=c1scc(C)n1/N=C/c1cc(Br)c(O)c(Br)c1	1	8	-6	-29	-16	-202	-20	-92	3
O=C(NN=C1CCCCCC1)C(=O)Nc1cccc(Br)c1	-2	6	0	8	-9	14	-1	0	3
Cc1cc(-n2[nH]c(C)c(C)c2=O)nc(-c2ccccc2O)n1	-2	-7	-3	-3	-18	22	1	0	-23
COc1ccc(COC(=O)Nc2c(SC)nsc2SC)cc1	0	6	-3	9	-26	14	0	-1	4
